Compound activity (PubChem)
AmpC det inh = AmpC beta-lactamase inhibition, detergent assay; P00811; purified AmpC, nitrocefin hydrolysis with detergent; Potency, µM (titrated, usually from 28.7 µM), for the others: top-dose activity change, negative = inhibition; 71,000 tested, 0.09% active; active = well fitted curve in the direction sought with a large enough effect
Target sequence (P00811 whole entry, looked up): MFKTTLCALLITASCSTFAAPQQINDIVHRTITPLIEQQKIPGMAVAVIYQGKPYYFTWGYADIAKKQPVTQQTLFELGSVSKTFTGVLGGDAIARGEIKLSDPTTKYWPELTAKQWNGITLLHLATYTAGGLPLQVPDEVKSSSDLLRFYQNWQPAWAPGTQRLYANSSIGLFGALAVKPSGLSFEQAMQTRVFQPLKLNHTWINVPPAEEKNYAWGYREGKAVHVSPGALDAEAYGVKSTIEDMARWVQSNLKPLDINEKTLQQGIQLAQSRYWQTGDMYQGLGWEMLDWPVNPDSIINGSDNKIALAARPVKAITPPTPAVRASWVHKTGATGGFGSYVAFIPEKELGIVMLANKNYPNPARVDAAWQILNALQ
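E. coli AmpC (5.3 nM) in 20 mM phosphate pH 7.0 with 0.01% Triton X-100, preincubated 15 min RT with compound; nitrocefin (2 uL of 800 uM stock) hydrolysis followed by 480 nm absorbance every 20 s over 4 min.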
* marks the source's active call; other numbers are inactive results; [ ] = another dose, or the depositor's remark. % is set by controls: 0 for no effect and ±100 for the full control effect; potency is the fitted concentration of half-maximal effect. Some of the compounds tested; rates above refer to the full screens.

SMILES	AmpC det inh
COc1cc2c(cc1OC)C(C(=O)NCC1COc3ccccc3O1)C(c1cccnc1)N(C)C2=O (stereo not given)	13%
CCCCn1c(SCC(=O)O)nc2ccccc21	-2%
CCC(C)N1C(=O)NC(=O)C2(Cc3c(ccc4ccccc34)N(C)C2)C1=O (stereo not given)	-4%
C=CCN(C(=O)Cn1nnc2ccccc21)C(C(=O)NCCOC)c1ccc(OC)cc1OC (stereo not given)	3%
COCCCN1CN(S(=O)(=O)c2ccc(Cl)cc2)c2nc3ccccc3nc21	-3%
CC1CC(C)CN(CCCNC(=O)c2ccc(CS(=O)(=O)Cc3ccccc3F)o2)C1 (stereo not given)	8%
CCOC(=O)C1CCN(C(=O)COc2ccc(S(=O)(=O)NC(C)C)cc2Cl)CC1	-4%
CN(CC(=O)N1CC=C(c2ccccc2)CC1)S(=O)(=O)c1ccc2c(c1)c(=O)n(C)c(=O)n2C	8%
COc1ccc(CCN(Cc2nc3ccccc3c(=O)[nH]2)C(=O)c2ccco2)cc1	-6%
CCOc1ccc(-c2cc(CCCC(=O)NCCCOC)no2)cc1	-7%
Cc1ccccc1NCN1C(=O)C2C3C=CC(C3)C2C1=O (stereo not given)	0%
O=C1c2ccccc2C(O)N1Cc1ccccc1 (stereo not given)	-3%
CCOC(=O)c1ccccc1NC(=O)c1cc(S(=O)(=O)N2CCOCC2)ccc1F	-6%
COC(=O)c1cc(NC(=O)CCc2c(C)nc3ncnn3c2C)cc(C(=O)OC)c1	-6%
Cc1cc2cc(CN3C(=O)c4ccccc4C3=O)ccc2[nH]1	-4%
CC(=O)c1c(C)n(-c2ccccc2)c2ccc(OCC(O)CN3CCOCC3)cc12 (stereo not given)	-2%
C=C(C)C(=O)OCC(C)C	7%
O=C(c1cc(-c2ccc(Cl)cc2Cl)on1)N1CCOCC1	-3%
CC1Cc2ccccc2N1S(=O)(=O)c1cnc[nH]1 (stereo not given)	-1%
Cc1cc(C(F)(F)F)nc(Nc2nc(C)c3ccccc3n2)n1	-5%
CC(C)CC(NC(=O)C(CC(C)C)NC(=O)OC(C)(C)C)C(=O)O (stereo not given)	-2%
O=C(Nc1ccc(N2CCN(C(=O)c3ccccc3)CC2)cc1)c1ccc(Br)o1	-4%
NC(=O)C1(N2CCCCC2)CCN(C(=O)c2ccccc2)CC1	10%
CC(=O)c1cccc(NC(=O)Nc2ccc(C(=O)N3CCOCC3)cc2)c1	-1%
COc1cccc(C2NC(=O)NC(C)=C2C(=O)Nc2ccc(C)cc2)c1OC (stereo not given)	7%
COc1ccccc1CNc1nc2ccccc2n1CCN1CCCCC1	0%
CCCNS(=O)(=O)c1ccc(C(=O)NCC2CCCO2)cc1 (stereo not given)	-4%
COCCn1c(=O)c(-c2ccc(Cl)cc2)nc2cnc(OCc3ccccc3)nc21	-2%
COc1cccc(Cn2cccc(NC(=O)NC3CCCCC3)c2=O)c1	14%
COc1ccc(CCNC(=O)CN(c2ccccc2OC)S(C)(=O)=O)cc1	-2%
CCC(=O)N1CCc2cc(S(=O)(=O)NCCC(=O)N3CC=C(c4ccccc4)CC3)ccc21	-5%
O=c1cc(CO)oc(CN2CCN(c3ccccc3F)CC2)c1O	-2%
Cc1cc(O)c(C2(C(F)(F)F)NCCNC2=O)cc1C (stereo not given)	17%
O=C(O)c1ccc(/C=N\N=C2c3ccccc3-c3ccccc32)cc1	-4%[5.75 µM]
CCCC1Cc2nc(N3CCCCC3)c(C#N)cc2CO1 (stereo not given)	-4%
CCC(=O)Nc1c2c(nn1-c1cccc(Cl)c1)CSC2	13%
CCOC(=O)c1cnn(-c2ncnc3sc4c(c23)CCC4)c1N	-3%
Cc1noc(C)c1C(=O)N1CCC2(CCN(Cc3ccncc3)CC2)CC1	1%
O=C(NCC(c1cccnc1)N1CCN(c2ccc(F)cc2)CC1)OCc1ccccc1 (stereo not given)	11%
COc1ccccc1-c1nnc(SCC(=O)Nc2ccccc2)o1	-1%
O=C(NC1CCCC1)c1csc2c1CCCC2	-3%
O=C(COC(=O)CSCC(=O)N1CCCCC1)NCc1ccc(F)cc1	-1%
Cc1ccc(-c2nn(CC(C)(C)C)c3ncnc(N)c23)cc1	-4%
Cn1ccnc1-c1nc2ccccc2[nH]c1=O	5%
Cc1ccc(CN(Cc2cc3cccc(C)c3[nH]c2=O)C(=O)N(C)C)cc1	-3%
Cc1noc(NS(=O)(=O)c2ccc(NC(=O)CSc3nc4ccccc4[nH]3)cc2)c1C	-5%
Cc1noc(C)c1S(=O)(=O)N1CCN(C(c2ccccc2)c2ccc(Cl)cc2)CC1 (stereo not given)	12%
CCN(CC)CCOc1ccc(/C(=C(\Cl)c2ccccc2)c2ccccc2)cc1	-4%[12.8 µM]
COc1ccc(N2CCN(C3CC(=O)N(c4ccc5c(c4)OCCO5)C3=O)CC2)cc1 (stereo not given)	-2%
CCCCCNC(=O)c1ccc2c(=O)n(CC3CCCO3)c(=O)[nH]c2c1 (stereo not given)	10%
Cc1ccc(C(=O)NCc2ccc3c(c2)OCO3)cc1S(=O)(=O)N1CCCCC1	-3%
Fc1ccc(CSc2nnc(-c3cnccn3)n2Cc2ccco2)cc1	-3%
CCn1cnc2cc(NCc3cccc(OC)c3O)ccc21	3%
COC(=O)c1ccc(Oc2ccc3nnc(C)n3n2)cc1	0%
O=C(CC(C(=O)O)C1CCCO1)Nc1cccc(C(F)(F)F)c1 (stereo not given)	15%
COCCOC(=O)c1c(NC(=O)CN2CCOCC2)sc(C(N)=O)c1C	-2%
COc1ccc(S(=O)(=O)NC2CCCCC2)cc1C	-6%
O=C(NCc1ccc(N2CCCC2=O)cc1)Nc1cccc(Cl)c1	-6%
CS(=O)(=O)N(CCc1ccccc1)CC(=O)N1CCCCC1	17%
O=C(NCCC1=CCCCC1)C1CCN(S(=O)(=O)c2cccc3nonc23)CC1	10%

Later entries
SMILES	AmpC det inh
CCCCC(=O)Nc1nc2ccc3nc(C)sc3c2s1	14%
CC(=O)c1cccc(NC(=O)c2c(F)c(F)c(F)c(F)c2F)c1	0%
CCC(c1nnc(SCC(=O)Nc2nnc(-c3ccccc3)o2)n1Cc1ccccc1)N(C)C (stereo not given)	-3%
CC1=C(C(=O)OCc2ccc3c(c2)OCO3)C(c2ccc(F)cc2)NC(=O)N1 (stereo not given)	-1%
O=C(O)CCCC(=O)N1CC(=O)Nc2ccccc21	9%
O=C(N1CCOCC1)N1CCCN(C(=O)N2CCOCC2)CC1	-13%
CCS(=O)(=O)N1CCN(c2ccccc2F)CC1	-1%
Cc1cc(Oc2ccc(Cl)cc2)nc(-c2ccccc2O)n1	-1%
CCOC(=O)c1ccc(NC(=O)CCc2c(C)nc3ncnn3c2C)cc1	-1%
CCCc1nnc(NC(=O)CN2C(=O)C3C4C=CC(C4)C3C2=O)s1 (stereo not given)	15%
CNC(=O)c1cc2c(s1)CCCCCC2	-2%
O=C(O)c1c(-c2nccc3ccccc23)[nH]c(-c2ccccc2)c1S(=O)(=O)O	-4%[5.75 µM]
O=C1CN(c2ccc(Br)cc2)C(=O)N1CC(=O)N1CCCc2ccccc21	-1%
CC1Cc2cc(/C(O)=C3/C(=O)C(=O)N(CCN4CCOCC4)C3c3cccc(Cl)c3)ccc2O1 (stereo not given)	-1%
O=C(CN(CC1CCCO1)S(=O)(=O)c1ccc(S(=O)(=O)NC2CC2)cc1)Nc1ccccc1 (stereo not given)	7%
COc1ccc(N2CCN(CC(=O)Nc3cc(C)on3)CC2)cc1	-4%
O=C(NCc1ccc2c(c1)OCO2)c1ccc(CS(=O)(=O)c2cccc(C(F)(F)F)c2)o1	-4%
CC(C)(CSc1nncn1N)NS(=O)(=O)c1ccc(Cl)cc1	-2%
O=C(c1cc(-c2ccc(O)cc2)on1)N1CCc2ccccc2C1	3%
Cc1nnc(SCC(=O)NCc2cccs2)n1-c1ccccc1	-4%
CCc1cccc(C)c1NC(=O)c1ccoc1C	8%
Cc1cc(NC(c2cccnc2)c2c(C)[nH]c3ccccc23)no1 (stereo not given)	14%
CCOC(=O)C1=C(C)NC2=C(C(=O)CCC2)C1c1ccsc1 (stereo not given)	-5%
COc1ccc(CSC2=C(C#N)C(=O)NC3(CCCCC3)S2)cc1	-4%[5.75 µM]

20 structures already listed, sorted by count of non-hydrogen atoms, rising.
SMILES	AmpC det inh
C=C(C)C(=O)OCC(C)C	7%
CNC(=O)c1cc2c(s1)CCCCCC2	-2%
Cn1ccnc1-c1nc2ccccc2[nH]c1=O	5%
CCc1cccc(C)c1NC(=O)c1ccoc1C	8%
O=C(O)CCCC(=O)N1CC(=O)Nc2ccccc21	9%
CCCCC(=O)Nc1nc2ccc3nc(C)sc3c2s1	14%
O=C(c1cc(-c2ccc(Cl)cc2Cl)on1)N1CCOCC1	-3%
Cc1cc2cc(CN3C(=O)c4ccccc4C3=O)ccc2[nH]1	-4%
O=C(CC(C(=O)O)C1CCCO1)Nc1cccc(C(F)(F)F)c1 (stereo not given)	15%
COc1ccc(CSC2=C(C#N)C(=O)NC3(CCCCC3)S2)cc1	-4%[5.75 µM]
O=C(O)c1ccc(/C=N\N=C2c3ccccc3-c3ccccc32)cc1	-4%[5.75 µM]
CCCCCNC(=O)c1ccc2c(=O)n(CC3CCCO3)c(=O)[nH]c2c1 (stereo not given)	10%
COc1ccc(CCNC(=O)CN(c2ccccc2OC)S(C)(=O)=O)cc1	-2%
COc1cccc(C2NC(=O)NC(C)=C2C(=O)Nc2ccc(C)cc2)c1OC (stereo not given)	7%
O=C(NCCC1=CCCCC1)C1CCN(S(=O)(=O)c2cccc3nonc23)CC1	10%
CCOC(=O)c1ccccc1NC(=O)c1cc(S(=O)(=O)N2CCOCC2)ccc1F	-6%
Cc1noc(NS(=O)(=O)c2ccc(NC(=O)CSc3nc4ccccc4[nH]3)cc2)c1C	-5%
O=C(NCC(c1cccnc1)N1CCN(c2ccc(F)cc2)CC1)OCc1ccccc1 (stereo not given)	11%
CC1Cc2cc(/C(O)=C3/C(=O)C(=O)N(CCN4CCOCC4)C3c3cccc(Cl)c3)ccc2O1 (stereo not given)	-1%
COc1cc2c(cc1OC)C(C(=O)NCC1COc3ccccc3O1)C(c1cccnc1)N(C)C2=O (stereo not given)	13%

Next part
SMILES	AmpC det inh
CCOC(=O)C(C)Sc1nnc(CNC(=O)c2ccc(OC)cc2)n1C1CCCCC1 (stereo not given)	2%
O=C(CSC1=NCCS1)Nc1ccnc2ccccc12	3%
O=C(NCCn1ccc2ccccc21)c1ccc(S(=O)(=O)N2CCCCC2)cc1	10%
Cc1ccc(S(=O)(=O)c2nc(-c3ccc(F)cc3)oc2SCC(=O)NCC2CCCO2)cc1 (stereo not given)	-3%
CC1(C)NC(=O)N(CCCOc2ccc(Br)cc2Cl)C1=O	0%
Cc1nc2nc(C)c(CCC(=O)N3CCOCC3)c(C)n2n1	-3%
CCc1cccc(C)c1NC(=O)CSc1nc2ccccc2n1CC(=O)N(C)C	-2%
Clc1cc(Cl)c(Cl)c(Cl)c1Cl	8%
O=C(Nc1ccccc1)c1ccc(NCc2ccco2)c(S(=O)(=O)N2CCOCC2)c1	0%
CC(=O)C[C@H](c1ccc([N+](=O)[O-])cc1)c1c(O)c2ccccc2oc1=O	-1%[12.8 µM]
O=C(NCCCn1ccnc1)C(F)(F)C(F)(F)C(=O)NCCCn1ccnc1	-3%
CCOC(=O)N1CCN(C(=O)c2ccc3nc(N4CCC(C)CC4)sc3c2)CC1	8%
COc1cc(S(=O)(=O)N2CCOCC2)c(OC)c(S(=O)(=O)N2CCOCC2)c1	0%
O=C1c2ccccc2NC(c2ccc3c(c2)OCO3)N1O (stereo not given)	-1%
COCCn1c(SCC(=O)Nc2ncc(Cl)c(C)c2Cl)nc2ccccc21	6%
CCOc1ccc(NC(=O)CCN2CCN(S(=O)(=O)c3cc(Cl)ccc3OC)CC2)cc1	-4%
Cn1c(/N=C/c2ccc3c(c2)OCO3)nc2ccccc21	7%
CCCC1CC(c2csc(N)n2)CCO1 (stereo not given)	-2%
Cc1cc(C)c(C#N)c(SCC(=O)Nc2ccc(S(=O)(=O)Nc3onc(C)c3C)cc2)n1	5%
CC1CN(c2oc(Cc3cccc4ccccc34)nc2C#N)CC(C)O1 (stereo not given)	-3%
O=C(c1cccs1)N1CCCc2ccccc21	-3%
O=c1c2ccccc2nc(SCc2cn3ccsc3n2)n1-c1ccc(F)cc1	-2%
O=C(c1cccs1)N1CCC(c2nc(-c3ccc(S(=O)(=O)N4CCOCC4)cc3)no2)CC1	-3%
CCOP1(=S)Oc2cc3c(cc2C(C(=O)OC)(C(F)(F)F)O1)OCO3 (stereo not given)	1%
CN(Cc1ccccc1)S(=O)(=O)c1ccc(C(=O)Nc2nnc(C3CC3)o2)cc1	12%
Cc1ccc(-c2nc3cccnc3s2)cc1NC(=O)c1ccco1	-2%
O/N=C1\CC(O)Cc2nonc21 (stereo not given)	-2%
COc1ccc(S(=O)(=O)Nc2ccc3c(c2)OCO3)cc1Cl	-2%
CC(C)(C)c1csc(NC(=O)Cn2c(=O)oc3ccccc32)n1	-6%
CCCN1CCN(c2ncnc3c2nnn3Cc2ccccc2)CC1	1%
COC1(CS(=O)c2ccccc2)CCN(CCc2c[nH]c3ccc(F)cc23)CC1 (stereo not given)	-1%
COc1ccc(Oc2ncc3ncc(=O)n(C)c3n2)cc1	0%
CCOC(=O)C1CCCN(C(=O)c2cc(-c3ccc(C)cc3)on2)C1 (stereo not given)	-7%
COc1ccccc1CNc1ccc(N2CCOCC2)c(C(=O)O)c1	-3%
CC(C)(C)n1nnnc1C(c1cccs1)N(Cc1ccccc1)Cc1ccco1 (stereo not given)	1%
O=C(c1ccccc1)c1ccc2nc(N3CCN(C(=O)c4ccco4)CC3)c3nncn3c2c1	6%
CCN(CC)C(=O)C1CCC(CNS(=O)(=O)c2cccc3cccnc23)CC1 (stereo not given)	13%
O=C(c1cc(C(F)(F)F)cc(C(F)(F)F)c1)N1CCC2(CCCN(Cc3ccncc3)C2)CC1	-5%
N#Cc1c(-c2ccco2)c2c([nH]c1=S)CCCC2	-6%
CCOC(=O)c1ccc(NC(=O)CC2COc3ccccc3O2)cc1 (stereo not given)	20%
Cc1cc(C)cc(NC2=NCC(=O)N2Cc2ccccc2)c1	-6%
